# USP2a block = inhibitors of human ubiquitin-specific protease USP2a; O75604; USP2 core, Ub-CHOP2 coupled fluorogenic reporter, 485/531; Potency, µM (top dose mostly 38.3 µM), inactives show top-dose activity change, negative = inhibition, hits mostly inhibitors; 330,000 compounds, 0.01% hits;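 also: potency is read from the fitted curve at half-maximal effect; plate controls were DMSO wells for no effect and full inhibition by NEM control for full effect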
#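 Deubiquitinase activity read as fluorescence (485/531 nm) after Ub-CHOP2 cleavage activates the enterokinase reporter on its substrate; USP2 core 10nM, Ub-CHOP2 and substrate 25nM each, 30min compound preincubation then 60min RT; data normalized to NEM, curves fitted.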
# B2AR arrestin = beta2AR (human) beta-arrestin recruitment activity | 330,000 compounds, 0.02% hits | Potency, µM (series often up to 46.1 µM), for the others: at the top dose activation, most hits filed as activators | AID 492947 | beta-arrestin recruitment to beta2AR, cell-based reporter | P07550;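 also: potency is read from the fitted curve at half-maximal effect; 0% = DMSO controls and full agonism = EC100 isoproterenol or metaproterenol; nearly all actives have a fitted effect of over 65% in size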
# Giardia kill = kills Giardia lamblia | Giardia lamblia trophozoite viability | 340,000 compounds, 0.15% hits | activity change, % at 7.66 µM, hits read low; in the data active = activity change below about -80%; inconclusive = between about -30% and that limit;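 also: parasites exposed to compound for two days anaerobically before the ATP read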
#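 Viability, read as ATP luminescence: trophozoites at 100 cells/well, compound added, 48 hrs anaerobic at 37 deg C, then 15-30 min room-temperature development before reading.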
# GALK inh = galactokinase (human) inhibition; AID 1868; 270,000 compounds, 0.007% hits; Purified GALK, Kinase-Glo residual ATP luminescence; Potency, µM (series often up to 57.5 µM), for inactives: at the top dose activity change, negative = inhibition, hits mostly inhibitors; also: potency is read from the fitted curve at half-maximal effect
#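 Kinase-Glo Plus luminescence measured ATP left after a 1 h room-temperature reaction. The reaction used 5 nM GALK, 100 uM galactose and 35 uM ATP at pH 8.0 (20 mM HEPES, 5 mM MgCl2, 60 mM NaCl, 1 mM DTT, 0.01% BSA).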
# Eya2 inh = inhibitors of human Eya2 phosphatase activity. O00167. recombinant Eya2, OMFP fluorescence dephosphorylation (OMFP is methylfluorescein phosphate). Potency, µM (top dose mostly 76.9 µM), inactives show at the highest dose activity, negative = inhibition, hits mostly inhibitors. 330,000 compounds, 0.006% hits. AID 488837; also: potency is read from the fitted curve at half-maximal effect
#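 Eya2 (0.2 uM) preincubated 10 min at ambient with compound, then OMFP substrate added at 50 uM; 10 min reaction in 50 mM HEPES pH 7.5, 50 mM NaCl, 5 uM MgCl2, 0.05% BSA, 1 mM DTT. Fluorescence read at Ex 485/Em 525 nm.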
# KCNH2 WT inh = KCNH2 (human, wildtype) channel inhibition | Q12809 | activity change, % at 1.84 µM | AID 720551 | U2OS, BacMam KCNH2, thallium flux FluxOr; hits give low values | 340,000 compounds, 0.37% hits;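 active = maximum activity change below -70%; inconclusive = maximum activity change between -70% and -50%; inactive = maximum activity change above -50%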
# Target sequence (Q12809 whole entry, looked up): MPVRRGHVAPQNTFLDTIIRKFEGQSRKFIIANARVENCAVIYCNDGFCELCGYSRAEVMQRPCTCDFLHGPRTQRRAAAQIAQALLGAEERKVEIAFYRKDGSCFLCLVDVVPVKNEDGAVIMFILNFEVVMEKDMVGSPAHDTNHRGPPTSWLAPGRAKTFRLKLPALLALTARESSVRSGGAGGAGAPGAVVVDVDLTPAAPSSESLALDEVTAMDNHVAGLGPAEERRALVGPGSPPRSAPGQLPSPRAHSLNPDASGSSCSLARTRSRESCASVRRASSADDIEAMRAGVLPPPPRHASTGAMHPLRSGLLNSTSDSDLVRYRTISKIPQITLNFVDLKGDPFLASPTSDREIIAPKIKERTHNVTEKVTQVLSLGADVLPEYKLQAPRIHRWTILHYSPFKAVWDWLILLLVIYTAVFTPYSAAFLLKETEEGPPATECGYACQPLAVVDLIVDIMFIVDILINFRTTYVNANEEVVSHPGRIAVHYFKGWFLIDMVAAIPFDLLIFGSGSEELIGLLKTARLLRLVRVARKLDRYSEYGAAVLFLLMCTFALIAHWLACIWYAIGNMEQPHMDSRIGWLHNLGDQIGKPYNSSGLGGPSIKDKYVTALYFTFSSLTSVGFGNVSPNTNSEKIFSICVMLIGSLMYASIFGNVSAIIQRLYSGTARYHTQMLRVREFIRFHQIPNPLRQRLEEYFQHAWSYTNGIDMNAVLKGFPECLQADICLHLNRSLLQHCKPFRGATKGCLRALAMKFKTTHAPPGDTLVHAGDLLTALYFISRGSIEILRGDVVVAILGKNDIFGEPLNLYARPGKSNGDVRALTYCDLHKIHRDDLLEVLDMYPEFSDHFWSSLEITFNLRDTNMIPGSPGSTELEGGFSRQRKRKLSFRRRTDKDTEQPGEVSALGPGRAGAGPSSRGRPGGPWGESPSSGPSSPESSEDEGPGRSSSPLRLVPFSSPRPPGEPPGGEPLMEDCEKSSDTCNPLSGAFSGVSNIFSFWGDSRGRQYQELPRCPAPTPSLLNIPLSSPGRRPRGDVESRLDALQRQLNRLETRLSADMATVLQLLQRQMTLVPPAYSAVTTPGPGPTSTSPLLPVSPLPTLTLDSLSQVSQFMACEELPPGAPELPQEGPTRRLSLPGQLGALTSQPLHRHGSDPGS
#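 U2OS cells transduced with wild-type KCNH2 virus are loaded with FluxOr dye for 45 min, and thallium flux is measured in kinetic reads before and after stimulation buffer. Rate constants are normalized to DMSO controls.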
# KCNH2 3.1 block = blocks the human KCNH2 3.1 channel isoform | U2OS KCNH2 3.1, thallium flux FluxOr; hits give low values | activity change, % (tested at about 1.8 µM) | 340,000 compounds, 0.95% hits;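 active = maximum activity change below -70%; inconclusive = maximum activity change from -70% to -50%; inactive = maximum activity change above -50%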;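 also: thallium influx rate constant from kinetic fluorescence after stimulation buffer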
#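 We transduce U2OS cells with the mutant 3.1 virus, culture them overnight, load FluxOr with Red40 quencher for 45 min, then add stimulation buffer and read kinetically for 2 min to derive a normalized rate constant.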
# BCR signal inh = blocks chronic active B-cell receptor signaling | Potency, µM (doses to about 46.1 µM), for inactives: at the highest dose ratio change, negative = lower green/red ratio, actives largely listed as inhibitors | ABC-DLBCL IkBa-CBG/CBR reporter, luminescence ratio, 4 h | AID 493014 | 340,000 compounds, 0.05% hits; active = well fitted inhibition curve with a large enough effect in the signal ratio, with a control signal flat, not every such curve was filed as active; inconclusive = small, poorly fitted or top-dose-only effect, or effect the other way, or a change in a side signal; the % refers to the signal ratio;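 also: potency is read from the fitted curve at half-maximal effect; plate controls were basal doxycycline-induced cells for no effect and cells given 10 µM MG132 for full effect; MG132 reads +100%, hits lower the ratio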
#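 TMD8 ABC-DLBCL cells carrying doxycycline-inducible green luciferase fused to IkappaBalpha plus unfused red luciferase were exposed to compounds (up to 46 uM) for 4 hrs at 37C. Activity came from the overlap-corrected green/red luminescence ratio.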
# Coupling enz = coupling enzyme interference in Giardia aldolase counter-screen; coupling enzyme system counterscreen, AmpLite Red fluorescence; activity change, negative = inhibition, % at 58.2 µM, hits read low; 290,000 compounds, 0.67% hits; AID 2472; in the data active = activity change below about -30%
#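 Fluorescence at 525 nm excitation and 598 nm emission measured inhibition of the coupled detection system without aldolase. Compounds (at 57.5 uM final) were preincubated 10 min at room temperature with coupling enzyme reagent before a 20 min substrate/AmpLite Red step.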
# PKM2 activator = PKM2 (human) enzyme activation; P14618; purified PKM2, Kinase-Glo ATP luminescence, activation; response scale: 0% is enzyme alone, no compound; AID 1631; Potency, µM (series often up to 57.5 µM), for the others: top-dose activation, actives largely listed as activators; 260,000 compounds, 0.34% hits; also: potency is read from the fitted curve at half-maximal effect; nearly all actives have a fitted effect of over 55% in size
#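 Kinase-Glo luminescence reports ATP generated from ADP (0.1 mM) and PEP (0.5 mM) by purified hPK-M2 after 1 h at room temperature, pH 7.2 imidazole buffer; intermediate enzyme activity allows detecting inhibitors and activators.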
# uPA generation = inhibitors of cell surface uPA generation; 330,000 compounds, 0.31% hits; AID 540303; cell surface uPA generation assay, qHTS; Potency, µM (titrated, usually from 38.3 µM), for inactives: at the top dose activity change, negative = inhibition, most hits filed as inhibitors; active = well fitted inhibition curve with a large enough effect; inconclusive = small, poorly fitted or top-dose-only effect; inactive = no such curve, though single readings can be large or run the other way; tested in mouse RAW 264.7 cells; also: potency is read from the fitted curve at half-maximal effect; nearly all actives have a fitted effect of over 55% in size
# Active calls of the source: *; ? = inconclusive; . = no result given; & = joins results of further samples; [ ] = dose if it differs, or a comment. Unless noted, calls follow the shape of the dose curve; as a rule, active = well fitted curve in the direction sought with a large enough effect; inconclusive = small, poorly fitted or top-dose-only effect, or another doubt; inactive = no such curve, though single readings can be large; an effect the other way counts as inactive or inconclusive. Unless noted, % is scaled to controls: 0 for no effect and ±100 for the full control effect.
SMILES,USP2a block,B2AR arrestin,Giardia kill,GALK inh,Eya2 inh,KCNH2 WT inh,KCNH2 3.1 block,BCR signal inh,Coupling enz,PKM2 activator,uPA generation
CCC1CCCCN1CCNS(=O)(=O)c1ccc2c(c1)oc(=O)n2C (configuration not stated),0%,3.1%,7,1%,0%,3,-6,-1%,-1,-1%,4%
CCOC(=O)C(C)Sc1ccc2nnc(-c3ccc(F)cc3)n2n1 (configuration not stated),0%,0.0%,1,3%,2%,-24,8,?,3,0%,.
CCc1nnc(NC(=O)c2ccc(NS(=O)(=O)c3ccccc3)cc2)s1,2%,0.0%,10&3,-1%,0%,-10,6,?,4,5%,.
CCOc1ccccc1NC(=O)NC(C)c1ccc2c(c1)OCO2 (configuration not stated),-1%,-0.9%,.,-6%,5%,.,.,1%,-2,5%,.
CC(C)(C)NC(=O)C(c1c[nH]c2ccccc12)N(C(=O)Cn1nnc(-c2ccc(Cl)cc2)n1)c1ccccc1F (configuration not stated),-10%,0.4%,8,0%,5%,-9,-20,?,3,-11%,-2%
O=[N+]([O-])c1ccc(OS(=O)(=O)Cc2ccccc2)cc1,0%,0.2%,1,-5%,0%,-3,5,11%,6,0%,0%
COc1ccc(S(=O)(=O)Cc2ccc(C(=O)N3CCN(c4cc(C)ccc4C)CC3)o2)cc1,-2%,-0.1%,-6,-7%,-2%,-7,0,-2%,1,.,1%
CCOc1ccccc1C1c2[nH]c3ccccc3c2C[C@H]2C(=O)N(C3CC3)CC(=O)N12 (some centres not stated),-1%,-0.1%,-21,0%,10%,2,10,-15%,-2,.,-4%
CCC(=O)Nc1cccc(NC(=O)CSc2nnc(-c3ccc(NS(C)(=O)=O)cc3)n2CC)c1,-6%,-0.3%,-9,0%,-19%,3,7,3%,5,0%,3%
N=c1c2c(n(Cc3ccc(Cl)c(Cl)c3)c3c1CCC3)CCCC2,0%,-0.8%,-5,0%,-6%,-2,-23,-11%,3,0%,-19%
COc1cc(/C=C/C(=O)NC(C)(C)C)ccc1OCc1ccccc1,0%,-0.4%,-2,-1%,-6%,18,15,?,-1,-1%,-3%
Cc1cccc(NC(=S)N2CCN(c3cc(C)ccc3C)CC2)c1,3%,-0.8%,6,0%,1%,-9,1,-1%,2,6%,-1%
Cc1cc2c(NC(=O)CCCC(=O)O)cccc2nn1,2%,-0.6%,-18,.,-5%,-6,-12,0%,-3,-3%,13%
Cc1ccc(N=Cc2ccc(N(C)C)cc2)cc1,1%,0.5%,5,3%,-4%,5,-5,-1%,0,11%,4%
COc1cc(OC)cc(C(=O)NCCc2cnc[nH]2)c1,1%,-0.1%,-6,.,-10%,10,2,5%,-1,.,-6%
Fc1cccc(CSc2ccc3nnc(-c4ccccn4)n3n2)c1,1%,-0.3%,40[activator],8%,-18%,-8,-41,-6%,3,18%,0%
CN(CC(=O)Nc1ccccc1Br)C(=O)c1n[nH]c2ccccc12,1%,0.2%,-11,.,6%,11,10,?,.,.,-5%
O=C(Nc1ccc(Br)cn1)c1ccc([N+](=O)[O-])o1,2%,-0.6%,-88*,4%,3%,0,5,?,-7,0%,-12%
CC(=O)N1CCN(C(=O)C2(NC(=O)Nc3ccccc3Cl)CCCCC2)CC1,1%,-0.4%,-7,1%,-4%,-2,-9,7%,3,0%,0%
COc1cc(C(=O)N2CCN(C(=O)Cc3ccccc3)CC2)cc(OC)c1OC,4%,-0.4%,2,-1%,2%,-8,-39,0%,0,-11%,3%
CCCNc1nc(-c2ccccc2)c(C(=O)OCC)cc1C#N,3%,0.2%,-13,0%,-12%,-2,5,?,1,-7%,-11%
Cc1ccc(NC(=O)CCNS(=O)(=O)c2ccc3[nH]c(=O)oc3c2)c(C)c1,1%,0.2%,?,0%,-10%,-7,5,-1%,2,.,1%
COc1cccc(CNC(=O)CN(C)S(=O)(=O)c2ccc3c(c2)n(C)c(=O)c(=O)n3C)c1,2%,-0.3%,-7,6%,1%,3,8,1%,.,.,2%
Cc1ccc(/C=C2/NC(=O)N(Cc3ccccc3)C2=O)o1,6%,8.7%,-20,1%,6%,-5,-3,-14%,-10,?,-7%
O=[N+]([O-])C1=CC=C2C(=NC3(CCCCC3)N2O)C1=NCCc1ccccc1,2%,0.4%,-14,0%,-15%,4,-1,4%,-65*,26%,7%

# Look-ups from the entries so far:
# KCNH2 3.1 block, `COc1cccc(CNC(=O)CN(C)S(=O)(=O)c2ccc3c(c2)n(C)c(=O)c(=O)n3C)c1` : 8
# KCNH2 3.1 block, `CC(C)(C)NC(=O)C(c1c[nH]c2ccccc12)N(C(=O)Cn1nnc(-c2ccc(Cl)cc2)n1)c1ccccc1F` (configuration not stated) : -20

# 4 entries from above, arranged by the value under B2AR arrestin, smallest number first:
SMILES | B2AR arrestin | GALK inh | Eya2 inh | BCR signal inh | PKM2 activator | uPA generation
O=C(Nc1ccc(Br)cn1)c1ccc([N+](=O)[O-])o1 | -0.6% | 4% | 3% | ? | 0% | -12%
CC(=O)N1CCN(C(=O)C2(NC(=O)Nc3ccccc3Cl)CCCCC2)CC1 | -0.4% | 1% | -4% | 7% | 0% | 0%
CCOc1ccccc1C1c2[nH]c3ccccc3c2C[C@H]2C(=O)N(C3CC3)CC(=O)N12 (some centres not stated) | -0.1% | 0% | 10% | -15% | . | -4%
Cc1ccc(/C=C2/NC(=O)N(Cc3ccccc3)C2=O)o1 | 8.7% | 1% | 6% | -14% | ? | -7%

# Other results.
SMILES,USP2a block,B2AR arrestin,Giardia kill,GALK inh,Eya2 inh,KCNH2 WT inh,KCNH2 3.1 block,BCR signal inh,Coupling enz,PKM2 activator,uPA generation
CCC[C@@H]1CCCO[C@@](C(=O)NCc2cc(C)n(C)n2)(C(F)(F)F)C1,.,.,24&3,.,.,0,5,.,0,.,9%
Cc1ccc2c(c1)N(C(=O)CCC(=O)NCc1cccnc1)CC(C)O2 (configuration not stated),3%,0.0%,6,.,-3%,5,-4,0%,0,0%,-11%
COC(=O)c1ccc(CO/N=C(\NC(C)=O)c2nonc2NC(C)=O)cc1,0%,-0.9%,7,-1%,2%,-1,-2,-7%,0,0%,-2%
CC1CC(C)(C)NC(=S)N1CCC(=O)Nc1ccc2c(c1)OCCO2 (configuration not stated),2%,-0.1%,-3,1%,17%,-8,-36,-4%,-1,.,-9%
S=C(NCC1CCCCC1)Nc1ccc(Oc2ccccc2)cc1,-8%,0.3%,8,-1%,-10%,3,-4,?,0,5%,4%
CC(C)=CCN1CCN(Cc2cccc3nccnc23)CC1CCO (configuration not stated),0%,-1.1%,-22,-2%,-2%,1,5,2%,2,-3%,-27%
C/C(=N\Nc1ccc(Cl)cc1)c1c(O)cc(C)oc1=O,5%,-0.8%,-2,2%,-15%,6,4,5%,-1,0%,10%
Cc1c(CCC(=O)NCCCn2ccnc2)c(=O)oc2cc3oc4c(c3cc12)CCCC4,-1%,-1.1%,-1,.,2%,-4,1,?,-1,0%,?
O=C(NC1C2CCCC1CN(C1CC1)C2)c1ccc(Cl)cc1 (configuration not stated),4%,0.5%,0,-7%,-12%,2,0,4%,2,0%,19%
CC(=O)N1CCN(S(=O)(=O)c2ccc(C)c([N+](=O)[O-])c2)C1C(C)C (configuration not stated),1%,0.4%,12,-1%,8%,1,-4,0%,3,-1%,1%
O=C(O)c1ccc(N2CCS(=O)(=O)CC2)cc1,5%,0.1%,2,1%,4%,5,8,4%,1,12%,3%
COC(=O)C(C(=O)OC)N1C(=O)CCC1=O,3%,-0.2%,6,2%,1%,2,-10,?,1,0%,.
Cn1cccc1/C=N/N1CCN(Cc2ccc(Cl)cc2)CC1,1%,-0.1%,-6,0%,?,3,2,4%,-7,2%,4%
Cc1ccc2nsnc2c1NC(=O)CCl,3%,0.1%,-3,2%,-2%,-11,-1,-5%,3,-1%,?
COC(=O)c1cc(S(=O)(=O)Nc2cccc(S(N)(=O)=O)c2)oc1C,-4%,-0.5%,-8,.,3%,-2,5,6%,0,-1%,1%
CCC(C)NS(=O)(=O)c1ccc(S(=O)(=O)N2CC=C(c3ccc(F)cc3)CC2)cc1 (configuration not stated),-2%,0.4%,-3,.,4%,0,2,0%,-1,-1%,-4%
COc1cccc(N2CCN(c3c4c(nc5ncnn35)CCC4)CC2)c1,1%,0.0%,4,-6%,-38%,6,-5,-8%,3,-4%,.
COc1ccc(/C=N/NC(=O)CN2CCCCCCC2)c(C)c1C,-1%,-0.6%,5,4%,?,-8,-14,-11%,1,1%,4%
C#CCN(Cc1ccco1)C(=O)c1cc(COc2ccc(F)cc2Cl)on1,-1%,0.0%,-2,0%,10%,4,2,?,1,-7%,-2%
O=C1NC(=NCc2ccccc2)S/C1=C/c1ccc(O)cc1,3%,?,-3,1%,-3%,5,-2,?,6,12%,-19%
O=C(NCCc1ccccc1)C(c1ccccc1F)N(C(=O)c1csnn1)C1CC1 (configuration not stated),2%,0.1%,13,-1%,-12%,13,-86*,4%,0,0%,0%
